Screening results from PubChem.
MC4R barr agon – activates human MC4R beta-arrestin recruitment; P32245; activation, % at 8.9 µM; 360,000 tested, 0.98% active; U2OS MC4R beta-arrestin complementation, luminescence; percent of melanotan II response, DMSO zero;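 active = activation above a per-plate cutoff, the mean activation of sample wells on that plate plus 3 SD, cut at about 8% in these data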
MC4R antagonist – blocks human MC4R cAMP signaling. P32245. inhibition, % at 6.5 µM. MC4R-expressing cells, MTII-stimulated cAMP, LANCE TR-FRET. 360,000 tested, 0.48% active;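 active = inhibition above its plate's cutoff, the mean of tested wells on that plate plus 3 SD, cut at about 29% in these data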;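 also: 0% = Melanotan II alone and 100% = Melanotan II plus saturating MCL0020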
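Assay system: human MC4R-expressing U2OS cells; reagent: Melanotan II stimulation of cells; dosing: 6.5 µM single dose; timing: compound 30 min, challenge 1 h, detection 1 h; signal: TR-FRET cAMP assay; replicates: one well per compound, no replicates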
Cardio protect – modulators protecting cardiomyocytes from myocardial damage; protection from H2O2 cell death, % at 20 µM; H9c2 cardiomyocytes, H2O2 injury protection, ATPLite, 2 h; AID 588492; 360,000 tested, 0.63% active;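 active = compounds giving at least 50% protection of heart cells from peroxide-induced death in the single-dose screen, raw or plate-pattern-corrected value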;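 also: 0% = DMSO wells with peroxide and 100% = DMSO wells without peroxide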
m5-HT2A agonist – agonists of mouse serotonin 5-HT2A receptor (HTR2A); CHO-K1 mHTR2A beta-arrestin complementation, luminescence; percent of 30 µM serotonin response; activation, % at 7.6 µM; 360,000 tested, 0.66% active; AID 624169;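 active = activation above a run cutoff, the mean activation of all tested compounds plus 3 SD, cut at about 14% in these data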;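 also: 0% = plate median of compound wells and 100% = 30 µM serotonin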
ABHD5-PLIN5 inh – blocks binding of human ABHD5 to perilipin-5 | Q00G26+Q8WTS1 | Split G. princeps luciferase complementation, luminescence, 4 h | inhibition, % at 4 µM | 360,000 tested, 0.78% active | AID 602281;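 active = inhibition above the mean inhibition across every tested compound plus 3 SD, cut at about 22% in these data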;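 also: 0% = DMSO only wells and the 100% control is not disclosed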
Target sequence (Q00G26 whole entry, looked up): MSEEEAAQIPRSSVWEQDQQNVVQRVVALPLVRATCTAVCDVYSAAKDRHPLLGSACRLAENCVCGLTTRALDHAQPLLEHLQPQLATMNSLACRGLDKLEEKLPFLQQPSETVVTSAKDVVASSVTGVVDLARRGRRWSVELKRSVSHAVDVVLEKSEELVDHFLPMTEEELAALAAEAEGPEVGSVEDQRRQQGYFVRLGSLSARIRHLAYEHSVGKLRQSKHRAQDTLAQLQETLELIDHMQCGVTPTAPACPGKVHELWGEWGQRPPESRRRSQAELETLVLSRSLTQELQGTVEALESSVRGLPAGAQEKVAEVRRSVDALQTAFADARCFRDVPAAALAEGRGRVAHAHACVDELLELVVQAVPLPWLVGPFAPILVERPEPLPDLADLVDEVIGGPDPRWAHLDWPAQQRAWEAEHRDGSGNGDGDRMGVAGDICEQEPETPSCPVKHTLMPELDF
Target sequence (Q8WTS1 whole entry, looked up): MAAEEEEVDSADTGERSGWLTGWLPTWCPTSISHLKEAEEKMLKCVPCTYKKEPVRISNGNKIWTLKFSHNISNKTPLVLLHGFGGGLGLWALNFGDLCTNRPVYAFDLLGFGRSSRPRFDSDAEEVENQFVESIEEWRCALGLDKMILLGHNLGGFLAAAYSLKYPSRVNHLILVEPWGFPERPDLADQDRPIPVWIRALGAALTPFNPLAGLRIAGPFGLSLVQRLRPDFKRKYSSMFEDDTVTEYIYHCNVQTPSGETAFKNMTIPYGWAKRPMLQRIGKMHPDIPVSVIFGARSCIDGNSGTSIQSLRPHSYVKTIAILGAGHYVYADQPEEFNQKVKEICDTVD
ABCB6 inh MLPCN – inhibitors of human ABC transporter ABCB6. fluorescence ratio to DMSO, % at 10 µM. Q9NP58. K562-ABCB6 porphyrin accumulation, flow cytometry, 1 h; hits give low values. 360,000 tested, 0.19% active;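 active = fluorescence ratio to DMSO below 75%, the collection mean minus 3 SD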;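 also: signal is porphyrin accumulated inside mitochondria; 100% equals median channel fluorescence of DMSO control wells; lower ratio means ABCB6 inhibition with less porphyrin fluorescence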
Glyco luc inh – blocks N-linked glycosylation in D54 reporter cells. D54 ERlucT glycosylation luciferase reporter, 24 h; percent of 100 nM tunicamycin response. 360,000 tested, 0.23% active. reporter increase, % at 12.5 µM;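 active = mean luciferase reporter signal, scaled so untreated is 0 and the glycosylation-blocking control 100, at or above a set limit in every replicate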;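 also: luciferase carries N-glycosylation sites so blocking glycosylation raises the light; 0% = median of neutral control wells and 100% = median of 100 nM tunicamycin wells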
NOD2-RIPK2 inh – NOD2-RIPK2 protein interaction inhibition; 360,000 tested, 0.38% active; CHO BLA complementation NOD2-RIPK2, CCF4 ratio; inhibition, % at 4.98 µM; AID 624267; O43353; in the data active = inhibition above about 21%;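 also: 0% = vehicle only and 100% = reference blocker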
NCOA2 inhibitor – human SRC2 (NCOA2) inhibition; 370,000 tested, 0.17% active; Q15596; AID 651957; HEK293 GAL4-SRC2 luciferase reporter, luminescence; inhibition, % at 9 µM;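 active = inhibition above the mean inhibition of all tested compounds plus 3 SD, set per campaign, cut at about 52% in these data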;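 also: 0% = DMSO treated cells and 100% = cells given Gossypol at 36 µM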
TLR9-MyD88 inh – TLR9-MyD88 interaction inhibition; Q9NR96+Q99836; CHO BLA complementation TLR9-MyD88, CCF4 FRET ratio; inhibition, % at 4.98 µM; 340,000 tested, 0.21% active; AID 504734;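 active = inhibition above the mean over all tested compounds plus 3 SD, cut at about 21% in these data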;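 also: 0% = DMSO only wells and 100% = clavulanate BLA inhibitor control wells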
An asterisk follows results filed as active; · = no result given.

#	Structure	MC4R barr agon	MC4R antagonist	Cardio protect	m5-HT2A agonist	ABHD5-PLIN5 inh
1	COc1cccc(NC(=O)c2ccc(S(=O)(=O)N3CCCC3)cc2)c1	0.0	-18	0	-5	5
2	Cc1ccc(/C=C(\NC(=O)c2ccccc2)C(=O)OCc2ccccc2)cc1	-1.2	6	3	-3	-1
3	Cc1nn(-c2ccccc2)c2sc(C(=O)N3CCc4ccccc4C3)cc12	-2.0	3	10	-6	-10
4	Cc1ccc(Cn2ncc3c(N4CCN(Cc5ccc(Cl)cc5)CC4)ncnc32)cc1	-1.7	11	-13	3	-9
5	CC(Oc1ccc2c(-c3ccccc3)cc(=O)oc2c1)C(=O)NCCCN1CCOCC1 (configuration not stated)	-0.5	-2	1	1	4
6	CC1(C)CN=C(N(Cc2ccccc2)C(=O)Nc2ccccc2)S1	-1.9	5	-6	2	-1
7	O=[N+]([O-])c1cccc(-c2ccn[nH]2)c1	-1.8	4	0	3	-3
8	CN(C(=O)CN1C(=O)NC2(CCc3ccccc32)C1=O)C1CCS(=O)(=O)C1 (configuration not stated)	-1.8	3	-10	18*	1
9	C(=NN=C1c2ccccc2-c2ccccc21)c1ccc2c(c1)OCO2	-2.2	0	-14	3	-4
10	Oc1c(Br)cc(Br)c2cccnc12	2.2	10	2	-2	-2
11	CC(=O)Nc1cccc(-c2ccnc3c2CC(C(=O)NCc2ccco2)O3)c1 (configuration not stated)	-1.1	-16	4	5	-4
12	COc1cc(C(=O)COC(=O)c2cnc(C)cn2)ccc1OC(F)F	0.2	7	-2	-4	-2
13	COC(=O)c1ccc(N2C(=O)C3C4C=CC(CC4)C3C2=O)cc1 (configuration not stated)	-0.1	-1	3	6	6
14	Cc1ccc(NC(=O)C2CCCN(c3ncccn3)C2)c(C)c1 (configuration not stated)	-1.1	-1	3	6	1
15	Cc1nnc(NC(=O)CSc2nc3c(c(=O)n2C)SC(C)C3)s1 (configuration not stated)	0.0	1	9	-3	-2

#	ABCB6 inh MLPCN	Glyco luc inh	NOD2-RIPK2 inh	NCOA2 inhibitor	TLR9-MyD88 inh
1	100	2	-3	-22	-6
2	101	-4	-8	-18	5
3	92	1	-1	14	-2
4	92	-2	0	16	-6
5	96	-1	-5	-2	2
6	90	-5	-5	-34	12
7	98	-1	9	12	-3
8	98	1	-9	-5	-3
9	102	3	7	-61	-2
10	100	1	5	-19	16
11	100	19	3	-18	·
12	99	2	4	-6	-9
13	97	-1	-16	13	-10
14	99	0	-19	-41	-8
15	99	3	-6	13	8

Continued.
#	Structure	MC4R barr agon	MC4R antagonist	Cardio protect	m5-HT2A agonist	ABHD5-PLIN5 inh
16	Cc1[nH]c(=O)[nH]c(=O)c1S(=O)(=O)N1CCCC1	-1.9	4	6	1	0
17	CN(C)C(CNC(=O)c1cc(Br)ccc1Cl)c1ccco1 (configuration not stated)	-1.1	-4	3	-1	5
18	COc1ccc(C2(C)NC(=O)N(CC3CCCCC3)C2=O)cc1 (configuration not stated)	1.8	9	2	0	-1
19	O=C1OC(/C(=C\Nc2ccccc2)[N+](=O)[O-])c2ccccc21 (configuration not stated)	-1.7	4	9	-4	42*
20	CC1CCCN(CCCNC(=O)c2cc3c(s2)-c2ccccc2OC3)C1 (configuration not stated)	-1.8	10	13	-8	13
21	O=C1OCC/C1=C\c1ccc2c(c1)OCO2	-0.8	-3	2	2	-5
22	OCCNc1cc(-n2nc(-c3ccccc3)cc2-c2ccccc2)ncn1	1.4	11	-4	-3	4
23	O=C(NCCCn1ccnc1)c1cccc(S(=O)(=O)Nc2ccccc2F)c1	-0.2	18	3	4	-3
24	COCCn1c(SCC(=O)Nc2ccc3c(c2)OCCO3)nc2ccccc2c1=O	0.1	8	6	5	9
25	O=C(CN1C(=O)NC(c2ccccc2)(c2ccccc2)C1=O)N1CCCCC1	-1.8	9	-7	2	-14
26	Cc1ccc(NC(=O)CSc2nnc(C3CC3)n2CC2CCCO2)cc1C (configuration not stated)	-1.0	3	1	-1	-1
27	COc1ccc(CN2CCCC(C(=O)c3ccc4c(c3)OCO4)C2)c(F)c1 (configuration not stated)	-2.5	9	-6	-1	-3
28	CCCCNS(=O)(=O)CCNCc1ccco1	0.3	2	0	3	4
29	Cc1c2cc[n+](CCN3CCCCC3)cc2c(C)c2c1[nH]c1ccc(O)cc12	-1.7	-8	3	-1	-1
30	COc1cccc(C2(O)CCN(C(=O)Cc3cccnc3)CC2)c1	-0.2	6	-1	-2	-3

#	ABCB6 inh MLPCN	Glyco luc inh	NOD2-RIPK2 inh	NCOA2 inhibitor	TLR9-MyD88 inh
16	92	2	-21	7	-2
17	97	0	-10	-1	8
18	97	0	-2	13	-4
19	100	1	-7	-4	-4
20	100	-1	7	-8	0
21	97	1	7	-10	-5
22	97	-1	0	-19	9
23	98	-1	-11	-14	1
24	93	4	-19	17	-3
25	97	0	0	2	2
26	100	3	-2	-16	-8
27	101	0	3	8	-10
28	96	2	10	-2	-5
29	113	24	-3	·	3
30	97	2	-2	-26	-2

Additional structures:
#	Structure	MC4R barr agon	MC4R antagonist	Cardio protect	m5-HT2A agonist	ABHD5-PLIN5 inh
31	CC(NC(=O)CN1C(=O)NC2(CCCCCC2)C1=O)c1ccccc1 (configuration not stated)	-1.5	8	-5	7	-7
32	COc1ccc(-n2c(SCC(=O)Nc3ccc(C)cc3)nc(O)c(Cc3ccccc3)c2=O)cc1	-3.9	17	-6	-3	-1
33	COC(=O)c1ccccc1NC(=O)CCC(=O)N1CCSc2ccccc21	-2.2	1	12	-2	1
34	CN(C)S(=O)(=O)c1ccc(Cl)c(C(=O)NNC(=O)Cn2ccc(C(F)(F)F)n2)c1	0.0	-2	4	-3	10
35	COC(=O)c1c(NC(=O)Cc2cccs2)sc(C(=O)NC2CCCCC2)c1C	0.6	5	-6	-4	1
36	CC(NC(=O)C(C)(C)C)c1nc2ccccc2n1C (configuration not stated)	-2.2	-2	2	-6	1
37	O=C(NC(=S)N1CCCc2ccccc21)c1ccccc1	-0.4	9	-24	0	-4
38	CCC(C(=O)OCC(=O)C1(O)CCC2C3CCC4=CC(=O)CCC4(C)C3C(O)CC21C)C(C)C (configuration not stated)	1.9	4	10	5	3
39	O=S(=O)(Nc1ccc(-c2cn3ccccc3n2)cc1)c1ccccc1	-2.7	-2	3	-4	5
40	Cn1cc([C@@H]2C[C@H]3CN(Cc4cccc(Cl)c4)C(=O)[C@]34CCCN24)c(-c2ccccc2)n1	0.9	13	3	0	8
41	Cc1cc(C)n(CC(O)CN(c2cccc([N+](=O)[O-])c2)S(=O)(=O)c2ccccc2)n1 (configuration not stated)	0.8	5	-2	-3	2
42	Cc1sc2nc(COC(=O)c3c(F)cccc3F)[nH]c(=O)c2c1C	-2.0	6	7	2	1
43	CC(C)c1ccc(C(=O)CC2(O)C(=O)N(CN3CCOCC3)c3ccccc32)cc1 (configuration not stated)	-0.2	4	-2	9	-4
44	COc1ccc(OC)c(-c2nc(CN(C)C(C)c3ccncn3)c(C)o2)c1 (configuration not stated)	-2.3	-1	8	5	-5
45	O=c1c2c3n(c(=O)nc2[nH]n1-c1ccccc1)CCCCC3	-1.5	2	-9	-1	0

#	ABCB6 inh MLPCN	Glyco luc inh	NOD2-RIPK2 inh	NCOA2 inhibitor	TLR9-MyD88 inh
31	99	0	3	-76	-4
32	102	·	-7	-8	-2
33	104	1	1	10	1
34	98	0	9	-6	7
35	97	1	3	-15	2
36	108	1	-9	-21	-8
37	97	2	7	-40	6
38	92	0	-7	11	-12
39	97	2	-1	9	-3
40	100	0	0	-13	5
41	99	-3	-7	·	-12
42	100	1	-8	-8	-9
43	82	1	-40	-14	-4
44	94	1	-3	-17	3
45	106	0	-2	-12	-5

Only m5-HT2A agonist, ABCB6 inh MLPCN and ABHD5-PLIN5 inh (7 entries from above):
| nr | SMILES | m5-HT2A agonist | ABCB6 inh MLPCN | ABHD5-PLIN5 inh |
| --- | --- | --- | --- | --- |
| 35 | COC(=O)c1c(NC(=O)Cc2cccs2)sc(C(=O)NC2CCCCC2)c1C | -4 | 97 | 1 |
| 34 | CN(C)S(=O)(=O)c1ccc(Cl)c(C(=O)NNC(=O)Cn2ccc(C(F)(F)F)n2)c1 | -3 | 98 | 10 |
| 45 | O=c1c2c3n(c(=O)nc2[nH]n1-c1ccccc1)CCCCC3 | -1 | 106 | 0 |
| 36 | CC(NC(=O)C(C)(C)C)c1nc2ccccc2n1C (configuration not stated) | -6 | 108 | 1 |
| 32 | COc1ccc(-n2c(SCC(=O)Nc3ccc(C)cc3)nc(O)c(Cc3ccccc3)c2=O)cc1 | -3 | 102 | -1 |
| 38 | CCC(C(=O)OCC(=O)C1(O)CCC2C3CCC4=CC(=O)CCC4(C)C3C(O)CC21C)C(C)C (configuration not stated) | 5 | 92 | 3 |
| 31 | CC(NC(=O)CN1C(=O)NC2(CCCCCC2)C1=O)c1ccccc1 (configuration not stated) | 7 | 99 | -7 |

2 entries from above, as labelled records:
(37) O=C(NC(=S)N1CCCc2ccccc21)c1ccccc1
  MC4R barr agon: -0.4
  MC4R antagonist: 9
  Cardio protect: -24
  m5-HT2A agonist: 0
  ABHD5-PLIN5 inh: -4
  ABCB6 inh MLPCN: 97
  Glyco luc inh: 2
  NOD2-RIPK2 inh: 7
  NCOA2 inhibitor: -40
  TLR9-MyD88 inh: 6

(38) CCC(C(=O)OCC(=O)C1(O)CCC2C3CCC4=CC(=O)CCC4(C)C3C(O)CC21C)C(C)C (configuration not stated)
  MC4R barr agon: 1.9
  MC4R antagonist: 4
  Cardio protect: 10
  m5-HT2A agonist: 5
  ABHD5-PLIN5 inh: 3
  ABCB6 inh MLPCN: 92
  Glyco luc inh: 0
  NOD2-RIPK2 inh: -7
  NCOA2 inhibitor: 11
  TLR9-MyD88 inh: -12

Next part
#	Structure	MC4R barr agon	MC4R antagonist	Cardio protect	m5-HT2A agonist	ABHD5-PLIN5 inh
46	NCCCCCc1nnc(SCC(N)=O)o1	1.1	3	-4	-1	7
47	O=C(NCc1nc2ccccc2[nH]1)C1=C[C@@H](c2ccc(Br)cc2)C[C@@H](OCCCCO)O1	-0.1	-1	-8	1	5
48	O=C(COc1ccc(F)cc1Cl)Nc1cccc(S(=O)(=O)N2CCCC2)c1	1.8	13	-4	-7	-4
49	CCOC(=O)NN=C1CCC(c2ccccc2)CC1 (configuration not stated)	-0.4	-1	0	5	6
50	Cc1ccc(CN2C(=O)c3ccccc3C2C(=O)NCc2cccnc2)cc1 (configuration not stated)	-0.7	-1	-6	9	3
51	Cc1cc(NC(=O)/C=C/C(=O)N(c2ccccc2C)C(C(=O)NC2CCCC2)c2ccc(F)cc2)no1 (configuration not stated)	1.7	16	1	2	1
52	O=S(=O)(Cc1ccccc1)N1CCN(Cc2ccc(Br)cc2)CC1	-1.9	-3	-6	-1	-6

#	ABCB6 inh MLPCN	Glyco luc inh	NOD2-RIPK2 inh	NCOA2 inhibitor	TLR9-MyD88 inh
46	102	0	4	10	-2
47	89	0	9	-30	6
48	99	-3	-1	-42	0
49	100	1	-10	-17	-6
50	99	0	1	-1	-6
51	97	4	7	6	8
52	97	-2	-7	-3	-5

A portion of the library; count on the stated rates, not on these rows.
